SR-BI DiI-HDL act: activators of SR-BI mediated DiI-HDL uptake, primary screen, ldlA[mSR-BI] CHO cells, DiI fluorescence | activation, % at 12.5 µM | 0.096% of 320,000 active | 3 h; 100 = double the neutral-control signal;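 active = mean replicate activation of at least 60% and every replicate at or above 60%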;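 note: 0% = median plate neutral-control signal and 100% = twice that signal; values of inactives mirror those of a sister screen read the other way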
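Material: SR-BI-overexpressing, LDLR-lacking CHO cells; schedule: compound exposure 3 h, 37 °C; reagent: DiI-labelled HDL at 10 µg/mL final; technique: bottom-read fluorescence, 550/595 nm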
Tat transport: E. coli Tat export inhibitors, primary screen, MC4100, TorA-mCherry reporter, fluorescence, single point | 0.036% of 340,000 active | AID 488895, 2010 | inhibition, % at 10 µM;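 active = mean replicate inhibition at least 50% and at least half of replicates individually reaching 50%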;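 note: exported cargo escapes ClpAP degradation while cytoplasmic cargo is degraded and loses fluorescence; 0% = median of neutral control wells and 100% = median of NaSCN control wells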
SR-BI HDL uptake: inhibitors of SR-BI mediated HDL lipid uptake, primary screen, ldlA[mSR-BI] cells, fluorescence, single point. Scavenger receptor class B member 1 (Mus musculus), Q61009. ldlA[mSR-BI] CHO cells, DiI-HDL uptake fluorescence, 3 h. inhibition, % at 12.5 µM. 0.96% of 320,000 active. AID 488896, 2010;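 active = mean replicate inhibition of at least 70% and a set share of replicates each scoring 70 or more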;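 note: 0% = median of neutral control wells and 100% = median of positive control wells; values of inactives mirror those of a sister screen read the other way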
Target sequence (Q61009 whole entry, looked up): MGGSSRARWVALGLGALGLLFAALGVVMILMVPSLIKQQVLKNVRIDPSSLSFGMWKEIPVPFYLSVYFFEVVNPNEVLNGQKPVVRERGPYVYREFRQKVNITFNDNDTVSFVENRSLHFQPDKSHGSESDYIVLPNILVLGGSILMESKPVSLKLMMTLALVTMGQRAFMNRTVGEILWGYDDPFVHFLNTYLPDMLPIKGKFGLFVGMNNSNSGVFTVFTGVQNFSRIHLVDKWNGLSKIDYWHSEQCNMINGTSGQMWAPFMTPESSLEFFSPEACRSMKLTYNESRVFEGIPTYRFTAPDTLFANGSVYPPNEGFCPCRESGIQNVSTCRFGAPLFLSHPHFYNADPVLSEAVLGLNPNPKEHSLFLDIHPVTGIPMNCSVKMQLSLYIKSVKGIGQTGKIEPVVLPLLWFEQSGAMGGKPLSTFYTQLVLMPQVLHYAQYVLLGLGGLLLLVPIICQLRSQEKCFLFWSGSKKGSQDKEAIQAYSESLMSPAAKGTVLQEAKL
Wnt bcat act: Wnt/beta-catenin pathway activators, primary screen, cell-based, plate reader, single point; Wnt/beta-catenin reporter cell assay, activator; activation, % at 9.35 µM; 1.2% of 300,000 active; AID 743398, 2014; in the data active = activation above about 30%, passing the limit was not always enough;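 note: 0% = neutral control wells and 100% = positive control wells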
Ecoli viability: E. coli V3065 growth inhibition, primary screen, counter-screen for AddAB inhibitor project, absorbance, OD600 | 18 h | inhibition, % at 11.9 µM | 0.27% of 330,000 active;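 active = inhibition above the campaign's mean inhibition across all tested compounds plus 3 SD, cut at about 9.9% in these data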;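 note: uninfected addAB+ strain grown without phage in ampicillin broth; 0% = DMSO wells and 100% = ciprofloxacin 0.95 µg/ml wells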
AddAB inh: growth inhibition of E. coli expressing H. pylori AddAB, primary screen, AddAB inhibitor project, absorbance; 0.29% of 330,000 active; AID 435030, 2010; inhibition, % at 11.9 µM; in the data active = inhibition above about 12%;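 note: 0% = vehicle wells of infected cells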
CAL PDZ FP-1: untagged CAL PDZ binding inhibitors, primary screen, biochemical, fluorescence polarization, HTS. Golgi-associated PDZ and coiled-coil motif-containing protein (Homo sapiens), Q9HD26. purified CAL PDZ, TMR-peptide fluorescence polarization, 1 h. inhibition, % at 24.9 µM. 0.92% of 300,000 active. AID 602252, 2012;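 active = mean inhibition of at least 30% with at least half of replicates also reaching 30%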;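 note: 0% = DMSO neutral control and 100% = excess unlabeled competitor peptide PRC23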
MITF act: activators of MITF-driven TRPM1 promoter reporter, primary screen, cell-based, SK-MEL-5, luciferase, single point. activation, % at 12.5 µM. AID 588334, 2011. SK-MEL-5 TRPM1-promoter luciferase, 24 h; % of positive control, neutral wells = 0. 0.75% of 300,000 active;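 active = mean activation of at least 80% with every replicate also reaching 80%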;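 note: 0% = neutral control wells and 100% = parthenolide positive control wells; values of inactives mirror those of a sister screen read the other way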
phage Ecoli inh: growth loss of phage-infected E. coli, primary screen, RecBCD inhibitor project, absorbance, with phage, HTS. inhibition, % at 11.9 µM. 0.26% of 360,000 active; in the data active = inhibition above about 11%
CAL PDZ FP-2: CAL PDZ peptide-binding inhibitors, primary screen, biochemical, fluorescence polarization, Cer-tagged CAL PDZ, HTS; purified CAL PDZ, TMR-peptide fluorescence polarization, 1 h; inhibition, % at 20 µM; 0.02% of 330,000 active; AID 504414, 2011;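 active = highest replicate inhibition of at least 40%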;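 note: plate controls were DMSO neutral control wells for no effect and unlabeled competitor peptide control wells for full effect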
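System: purified tagged CAL PDZ domain construct (CerCALP). Schedule: 1 h incubation at room temperature before polarization reading. Medium: 25 mM sodium phosphate pH 7.4, 150 mM NaCl, TCEP, IgG, Thesit. Read-out: percent inhibition from loss of millipolarization. Measured by: FP readout, S and P plane fluorescence. Probe or stimulus: fluorescent TMR peptide probe.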
* = called active by the depositor; / = no result given.

Molecule,SR-BI DiI-HDL act,Tat transport,SR-BI HDL uptake,Wnt bcat act,Ecoli viability,AddAB inh,CAL PDZ FP-1,MITF act,phage Ecoli inh,CAL PDZ FP-2
COc1ccc(N(C)C(=O)c2cnc(N3CCN(c4ncccn4)CC3)c3ccccc23)cc1,-7,-5,7,0,-2.3,-0.2,-3,/,-0.3,-1.4
COc1ccc(C(C)(C)C)cc1NC(=O)COC(=O)CSCc1c(C)noc1C,-4,5,4,1,/,/,0,7,4.7,-2.2
C=CCNS(=O)(=O)c1cc2c3c(c1)CCN3C(=O)CC2,14,-7,-14,-2,0.4,3.0,-2,3,-0.1,-3.1
Cc1cc(NC(=O)CSCC(=O)OC(C)C(=O)c2cc(C)c(C)cc2C)no1 (centres undefined),4,5,-4,-1,0.9,4.4,11,4,3.8,-0.1
O=C(NNC(=O)c1ccco1)c1ccc(NS(=O)(=O)c2cccs2)cc1,21,1,-21,-1,1.7,0.5,0,-3,4.0,-2.9
CN1NC(=O)CC1c1ccccc1 (centres undefined),6,3,-6,8,/,/,0,-3,2.1,-0.6
O=C1NC2(CCC3(CC2)OCCO3)NN1c1ccccc1,7,1,-7,/,1.6,-1.0,5,1,3.1,-0.1
O=C(COc1ccc(F)cc1Br)N1CCc2ccccc21,-23,2,23,72*,-1.4,2.6,-4,17,3.1,0.1
COc1ccc(NC(=O)c2cc3n(n2)C(C(F)(F)F)CC(c2ccc(OC)cc2)N3)cc1 (centres undefined),-54,1,54,/,-2.0,0.0,-1,-5,-0.7,0.4
COc1ccc(NS(=O)(=O)c2cc(C(=O)N3CCC3)ccc2C)cc1,5,-11,-5,-7,0.9,0.1,1,8,-0.1,-0.4
CC(NS(=O)(=O)c1ccc(Cl)c(Cl)c1)C(=O)OCC(=O)Nc1ccc2c(c1)OCO2 (centres undefined),-2,1,2,0,-1.1,6.5,-6,-8,0.5,70*
NC(=O)CC[C@@H]1NC(=O)[C@@H]2CCCN2C(=O)c2cc([N+](=O)[O-])cc(F)c2NCCC[C@@H](C(N)=O)NC1=O,26,9,-26,8,-1.6,-1.0,-3,0,0.6,-0.4
CCC1(c2ccc(OC)cc2)NC(=O)N(CC(=O)c2ccc3c(c2)OCCO3)C1=O (centres undefined),12,2,-12,-3,1.8,-0.9,0,-7,0.5,-0.6
CCOc1ccc(N(C)c2ccc(/C=C3/SC(=S)NC3=O)cc2)cc1,17,-10,-17,0,0.9,3.3,3,/,-0.4,0.8
Cc1c(Br)c([N+](=O)[O-])nn1CC(=O)Nc1ccc(C(N)=O)cc1,/,-6,/,-1,3.2,1.5,4,13,1.9,-1.2
Cc1ccc(S(=O)(=O)N2CCOC2C(Cl)(Cl)Cl)cc1 (centres undefined),-18,-2,18,10,1.9,1.8,0,2,1.4,-0.2
CN(Cc1cccc2ncccc12)C(=O)CC1C(=O)NCCN1Cc1ccc(F)cc1 (centres undefined),19,1,-19,0,0.8,4.1,0,2,2.3,-0.2
CC(C)CN(C(=O)Cn1ccccc1=O)C1CCS(=O)(=O)C1 (centres undefined),13,-2,-13,-2,-1.2,1.1,-11,2,-0.6,0.5
NC(=O)C1CCN(S(=O)(=O)c2ccc3c(c2)OCCO3)CC1,/,-5,/,-4,0.8,-0.4,-2,-9,2.5,-1.7
CCn1c(=O)n(Cc2ccco2)c(=N)c2c3c(sc21)COC(C)(C)C3,3,20,-3,0,-1.7,-2.1,-6,-5,4.8,-1.1
O=C(COc1coc(CN2CCc3ccccc3C2)cc1=O)Nc1cccc([N+](=O)[O-])c1,-33,4,33,-2,-0.2,-2.0,/,-4,-1.4,-0.6
CN1CCN(S(=O)(=O)c2ccc(Oc3ccc(Br)cc3F)nc2)CC1,24,5,-24,1,4.0,2.5,-1,6,4.3,-1.1
CCOC(=O)c1ccc(-n2c(N)c(C(=O)NCc3ccco3)sc2=S)cc1,-21,6,21,-1,1.4,1.0,2,3,/,-0.6
COc1ccc(N(CC(=O)NCCC2=CCCCC2)S(=O)(=O)c2ccccc2)c(OC)c1,10,-17,-10,0,1.3,3.4,/,-11,1.3,-1.1
Cc1ccccc1OCC(=O)Nc1ccc2c(c1)OCO2,-11,-7,11,26,1.6,1.3,1,74,0.6,-2.4
CCOc1ccc(NC(=O)CSc2nnc(CCNC(=O)c3ccc(OC)cc3)n2CC)cc1,-3,-4,3,/,-1.0,0.0,-1,5,3.5,/
O=C(Nc1ccc(F)cc1)c1cc(S(=O)(=O)N2CCOCC2)cs1,-20,-6,20,-2,1.8,3.0,-3,-16,2.5,-1.9
CCn1ncc(C(=O)Nc2cc(C)on2)c1C,-14,7,14,/,0.6,1.2,-3,28,2.6,0.6
COC(=O)Oc1nsnc1N1CCOCC1,4,6,-4,-1,0.1,2.7,-2,0,0.1,1.2
O=C(NCc1cccnc1)C(=O)NCC1OCCN1S(=O)(=O)c1ccc(Cl)cc1 (centres undefined),12,-3,-12,-3,-1.1,-1.2,-1,/,3.1,0.0
COc1ccc2c(c1)C=C(C(=O)OCc1cccnc1)CO2,-3,-5,3,2,0.7,4.7,-4,2,2.7,-2.1
Cc1csc(NC(=O)C(CC(C)C)NS(=O)(=O)c2ccc3c(c2)oc(=O)n3C)n1 (centres undefined),8,1,-8,2,1.0,1.7,/,23,2.7,-0.3
Cc1ccc(C(=O)n2c(-c3ccccc3)cnc2SCC(=O)Nc2ccccc2)cc1,5,10,-5,0,-0.8,2.9,1,-3,3.9,-0.6
NC(N)=NC(N)=Nc1ccccc1,18,0,-18,1,2.1,2.2,/,-2,6.0,-1.0
N#CCC1c2ccccc2CCN1C(=O)Nc1cccc(C(F)(F)F)c1 (centres undefined),-9,-2,9,/,4.6,3.4,/,-5,2.0,-0.2
Cc1ccccc1OC(C)C(=O)Nc1ccc(S(=O)(=O)N2CCCC2)cc1 (centres undefined),-28,4,28,3,2.9,3.3,-3,-3,0.7,0.3
O=C(CN1CCOCC1)Nc1ccc(Cl)cc1,1,-2,-1,0,-0.3,0.4,4,/,2.1,-0.7
CCC1(CC)NC(=O)N(CC(=O)Nc2cccc3ccccc23)C1=O,8,0,-8,1,2.8,2.4,-4,-2,0.2,-1.2
Cc1occc1C(=O)Nc1cccc(Cl)c1Cl,-13,4,13,15,-1.4,1.1,-4,19,-0.5,-0.9
O=C(COc1ccccc1Cl)Nc1ccc(N2CCN(C(=O)c3ccccc3)CC2)cc1,-48,10,48,-4,-0.5,0.2,-1,-6,-1.4,-0.1

Some of these compounds in order of their number in CAL PDZ FP-2, smallest number first:
mol	CAL PDZ FP-2
COc1ccc2c(c1)C=C(C(=O)OCc1cccnc1)CO2	-2.1
Cc1occc1C(=O)Nc1cccc(Cl)c1Cl	-0.9
Cc1csc(NC(=O)C(CC(C)C)NS(=O)(=O)c2ccc3c(c2)oc(=O)n3C)n1 (centres undefined)	-0.3

The listing continues:
Molecule,SR-BI DiI-HDL act,Tat transport,SR-BI HDL uptake,Wnt bcat act,Ecoli viability,AddAB inh,CAL PDZ FP-1,MITF act,phage Ecoli inh,CAL PDZ FP-2
CN(CC(=O)Nc1ccc(N2CCOCC2)cc1)CC(=O)Nc1ccc(N2CCOCC2)cc1,/,-3,/,1,-0.2,-0.2,/,5,-2.5,-0.6
COC(=O)C1=C(C)NC(=O)NC1c1ccc(-c2ccccc2Cl)o1 (centres undefined),-6,0,6,/,-1.8,-1.9,-7,-6,3.4,/
O=c1c2ccccc2sc2ccc(C#CC3(O)CCCCC3)cc12,-28,13,28,-23,3.8,0.9,-5,-92,2.2,-3.4
Cc1cc(C(=O)Nc2ccccc2N2CCOCC2)c(C)o1,-17,0,17,-1,-0.7,3.1,22,-7,2.9,-0.7
COC(=O)c1sc(NC(=O)C(C)c2ccccc2)nc1C (centres undefined),5,-1,-5,/,0.0,2.6,-2,29,1.5,-2.2
CN1CCC(OC(=O)c2ccc(Cl)cc2Cl)CC1,/,-6,/,0,2.1,3.0,-2,24,3.4,-2.6
O=C(Nc1ccc(F)c(Cl)c1)C1CCCN(C2=NS(=O)(=O)c3ccccc32)C1 (centres undefined),-9,1,9,0,-1.6,0.6,-3,-3,1.7,-0.1
COc1ccc(/C=C/C(=O)NC(=S)N2CCOCC2)cc1,4,-6,-4,14,-1.8,1.7,0,63,3.7,-0.2
Cc1cnc([N+](=O)[O-])n1CCOC(=O)NC(=O)c1ccc(F)cc1,22,1,-22,-1,-1.8,0.3,2,-7,2.3,-0.7
C=CCNc1nc(Nc2ccc([N+](=O)[O-])cc2)nc(N2CCCC2)n1,-76,5,76*,10,-0.7,1.8,-3,-4,2.3,-2.2
CCCC(=O)N(CCN1CCOCC1)c1nc2c(C)cccc2s1,-58,12,58,/,-3.2,6.7,1,4,/,-2.5
CN(C)CCNC(=O)c1nn(C)c2c1CCc1ccccc1-2,15,-6,-15,0,-0.5,-0.6,-7,6,1.4,-1.6
COc1ccccc1NC(=S)NCCN1CCOCC1,10,-7,-10,-1,-4.8,1.1,2,13,2.6,-0.7
c1ccc2c(c1)oc1c(NCCCn3ccnc3)ncnc12,-5,-9,5,/,2.7,4.6,1,-16,3.5,0.9
CC(CN1CCN(Cc2ccccc2)CC1)c1ccccc1 (centres undefined),11,3,-11,-4,4.1,2.1,6,-15,-1.3,-0.7
COc1ccc(/C=N/NC(=O)c2sccc2OCc2ccc(F)cc2)cc1OC,-22,4,22,-3,1.8,2.6,-8,9,1.0,-3.3
O=Nc1c2cc3ccccc3[nH]c-2c2ccccc12,-13,6,13,74*,/,/,/,18,1.2,-2.4
C=CCN(C(=O)CSc1nc2[nH]ncc2c(=O)n1-c1ccccc1OC)c1ccccc1,2,-5,-2,/,2.1,1.3,/,-6,2.6,-2.5
COc1cc(C(c2sc3nc(C)nn3c2O)N2CC(C)CC(C)C2)cc(OC)c1OC (centres undefined),-6,11,6,-1,2.4,-1.0,-1,7,0.6,0.2
O=C(C1CCC(=O)N(C2CCCC2)C1)N1CCN(c2ccc(Cl)cc2)CC1 (centres undefined),6,16,-6,-1,-0.2,0.0,0,14,-0.2,-1.3
CCCCN1C(=O)C(=O)N(c2ccccc2)C1=S,-3,3,3,1,0.1,2.9,1,122*,2.4,0.3

Source: PubChem BioAssay (several laboratories)
